# EBI2 block – blocks human EBI2 receptor beta-arrestin signaling. EBI2 beta-arrestin recruitment, luminescence, 7a,25-OHC stimulated. inhibition, % at 5 µM. 360,000 tested, 0.81% active. AID 651636; in the data active = inhibition above about 38%;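 note: enzyme fragment complementation signal reports receptor beta-arrestin coupling in cells; 0% = agonist plus DMSO wells and 100% = wells without agonist; some results beyond the cut were filed as inactive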
# CXCR6 inh – CXCR6 (human) receptor inhibition | 360,000 tested, 0.36% active | inhibition, % at 20 µM | O00574 | CHO-K1 PathHunter CXCR6 beta-arrestin, luminescence; in the data active = inhibition above about 34%, passing the limit was not always enough;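 note: antagonist mode with CXCL16 agonist at 10 nM final; 0% = 10 nM CXCL16 with DMSO and 100% = unstimulated wells without agonist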
# Target sequence (O00574 whole entry, looked up): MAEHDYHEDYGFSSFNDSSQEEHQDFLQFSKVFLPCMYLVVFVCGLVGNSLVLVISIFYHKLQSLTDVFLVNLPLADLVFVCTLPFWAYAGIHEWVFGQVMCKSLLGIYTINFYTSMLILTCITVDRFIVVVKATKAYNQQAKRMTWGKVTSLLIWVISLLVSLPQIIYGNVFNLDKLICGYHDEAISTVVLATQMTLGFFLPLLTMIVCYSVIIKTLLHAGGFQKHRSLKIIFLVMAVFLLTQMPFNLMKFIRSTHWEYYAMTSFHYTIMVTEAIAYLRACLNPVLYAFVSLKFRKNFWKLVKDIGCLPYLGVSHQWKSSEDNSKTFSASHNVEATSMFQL
# Gli-Sufu antag – Gli-Sufu pathway antagonism; 340,000 tested, 0.74% active; inhibition, % at 5 µM; Sufu-KO-LIGHT fibroblasts, Gli luciferase reporter luminescence;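 active = inhibition above about 55%, limit read from the data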;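 note: 0% = DMSO-treated cells and 100% = wells with medium but no cells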
# APJ antag – APJ receptor antagonism; CHO-K1 APJ beta-arrestin complementation, luminescence; inhibition, % at 20 µM; 330,000 tested, 0.32% active;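 active = inhibition above about 40% at 20 µM, limit read from the data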;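 note: cells challenged with 10 nM apelin-13 agonist together with compound; plate controls were apelin-13 plus DMSO wells for no effect and DMSO wells lacking apelin-13 for full effect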
# Jurkat NFkB inh – inhibitors of the PMA/ionomycin-induced NF-kB reporter in Jurkat cells | PMA/ionomycin-induced NF-kB luciferase reporter, luminescence | inhibition, % at 4 µM | 330,000 tested, 0.53% active | AID 435003; in the data active = inhibition above about 50%
# UBC13 inh – inhibitors of human UBC13 polyubiquitin chain formation. 330,000 tested, 0.47% active. TR-FRET. inhibition, % at 20 µM. P61088; in the data active = inhibition above about 45%, passing the limit was not always enough
# Target sequence (P61088 whole entry, looked up): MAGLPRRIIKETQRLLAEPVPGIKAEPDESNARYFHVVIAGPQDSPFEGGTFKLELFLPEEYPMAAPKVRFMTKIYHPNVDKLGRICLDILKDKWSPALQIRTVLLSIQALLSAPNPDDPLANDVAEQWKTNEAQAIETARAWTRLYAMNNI
# 697 NFkB inh – inhibitors of the PMA/ionomycin-induced NF-kB reporter in 697 B cells. AID 435022. 697 B-cell NF-kB luciferase reporter, 16 h. inhibition, % at 4 µM. 330,000 tested, 0.33% active; in the data active = inhibition above about 35%
# CCR6 antagonist – blocks CCL20-driven beta-arrestin recruitment at human CCR6. 340,000 tested, 0.49% active. CHO-K1 CCR6 PathHunter beta-arrestin, luminescence, CCL20-stimulated. AID 493098. inhibition, % at 20 µM. P51684;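 active = compounds whose inhibition of the agonist-driven luminescence signal at 20 µM reaches about 50%, limit read from the data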;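 note: cells stimulated with CCL20 at 14 nM final; plate controls were DMSO with CCL20 for no effect and DMSO without agonist for full effect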
# Target sequence (P51684 whole entry, looked up): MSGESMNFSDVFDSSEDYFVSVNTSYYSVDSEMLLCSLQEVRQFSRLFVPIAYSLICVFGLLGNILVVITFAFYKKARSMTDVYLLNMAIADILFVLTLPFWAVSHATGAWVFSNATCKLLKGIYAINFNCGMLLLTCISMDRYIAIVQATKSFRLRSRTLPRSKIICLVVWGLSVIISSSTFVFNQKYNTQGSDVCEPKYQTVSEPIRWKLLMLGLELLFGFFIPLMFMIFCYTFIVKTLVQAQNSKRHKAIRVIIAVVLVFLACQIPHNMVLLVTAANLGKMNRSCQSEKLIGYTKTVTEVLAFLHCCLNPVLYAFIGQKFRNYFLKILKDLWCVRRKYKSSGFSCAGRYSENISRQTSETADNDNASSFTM
# * marks the source's active call; other numbers are inactive results; . = no result given. Random draw from the library; 3% or so of the library scored in one or more.
SMILES,EBI2 block,CXCR6 inh,Gli-Sufu antag,APJ antag,Jurkat NFkB inh,UBC13 inh,697 NFkB inh,CCR6 antagonist
c1ccc2c(c1)CCN(CCCNc1nc3ccccc3n3cnnc13)C2,-7,2,-9,.,.,.,.,-6
CCN(CC(=O)N1CCC(C)CC1)S(=O)(=O)c1ccc(C)cc1,2,8,5,14,6,2,5,24
O=C(N/N=C/c1ccc(OC(=O)c2ccc([N+](=O)[O-])cc2)cc1)c1cccnc1,-22,-1,1,-79,1,-5,-9,-4
CC(C)CCNC(=O)CCCOc1cc(=O)n(C)c2ccccc12,-10,0,33,16,-9,12,52*,0
COc1ccc(-c2cc(C(=O)NCc3ccco3)no2)cc1OC,-4,1,-36,-13,-22,-3,-12,-9
COc1ccc(CC(=O)Nc2ccc(C)cc2O)cc1S(=O)(=O)N1CCOCC1,3,-5,1,7,7,-8,12,-5
Cn1c2ccccc2c2nnc(SCc3ccc4nonc4c3)nc21,6,8,-4,8,4,7,13,15
CC1CCc2c(C(=O)Nc3ccc(OC(F)(F)F)cc3)csc2C1 (stereo unspecified),5,-8,33,-13,-18,-11,-9,7
O=C(COC(=O)CSc1ccc(Cl)cc1)Nc1ccc2[nH]c(=O)[nH]c2c1,-16,-4,4,2,-7,-11,-8,-2
O=C(CSc1nc2ccccc2n1Cc1ccc(Cl)cc1)N/N=C/c1ccc(C(=O)O)cc1,31,-3,0,4,-14,-10,17,6
O=C(CCSCCc1ccccn1)Nc1ccc(Cl)cn1,18,-2,3,5,-2,9,20,1
COc1cc(C2C(C#N)=C(N)OC3=C2C(=O)CCC3)c([N+](=O)[O-])cc1OC (stereo unspecified),5,1,14,.,.,.,.,10
CC(C)CCNC(=O)C1CCN(S(=O)(=O)c2ccc(-n3cnnn3)cc2)CC1,-4,-3,20,8,-8,-2,13,18
CC1CC2(CC(C)(C(=O)CSc3nc4ccccc4s3)OC2=O)C(=O)O1 (stereo unspecified),-22,-1,3,-7,15,0,2,3
COc1ccccc1-n1cc(C(=O)N2CCCC(CO)(Cc3ccccc3C)C2)cn1 (stereo unspecified),10,1,9,1,-1,3,-1,14

# Entries shown so far with a Cl atom:
SMILES,EBI2 block,CXCR6 inh,Gli-Sufu antag,APJ antag,Jurkat NFkB inh,UBC13 inh,697 NFkB inh,CCR6 antagonist
O=C(COC(=O)CSc1ccc(Cl)cc1)Nc1ccc2[nH]c(=O)[nH]c2c1,-16,-4,4,2,-7,-11,-8,-2
O=C(CSc1nc2ccccc2n1Cc1ccc(Cl)cc1)N/N=C/c1ccc(C(=O)O)cc1,31,-3,0,4,-14,-10,17,6
O=C(CCSCCc1ccccn1)Nc1ccc(Cl)cn1,18,-2,3,5,-2,9,20,1

# (cont.)
SMILES,EBI2 block,CXCR6 inh,Gli-Sufu antag,APJ antag,Jurkat NFkB inh,UBC13 inh,697 NFkB inh,CCR6 antagonist
O=C(c1cc(S(=O)(=O)NCc2ccco2)ccc1Br)N1CCOCC1,-8,-3,5,5,21,2,10,1
O=C(CSc1cccc[n+]1[O-])Nc1cccc(Oc2ccccc2)c1,-13,3,-11,-4,-9,-8,4,-5
CCOC(=O)C1=C(c2ccccc2)NC(=O)NC1c1ccc(OC)c(OC)c1 (stereo unspecified),5,6,0,2,8,1,10,-5
CCOC(=O)c1cnc2oc3ccccc3n2c1=O,-8,-13,-19,-6,-5,-5,-5,-13
COc1ccc(NC2=C(C(C)=O)C(c3ccccc3)C(C(C)=O)C(C)(O)C2)cc1 (stereo unspecified),-2,1,0,7,-11,-8,-1,-8
CC(C)CC(=O)NC(=S)Nc1ccc(N2CCCC2)c(Cl)c1,19,9,-2,15,2,3,0,8
CCc1noc(C)c1C(=O)Nc1cc(C(F)(F)F)ccc1-n1cncn1,1,-8,-5,-68,-9,-6,-7,-3
S=c1[nH]cc(-c2ccc(Cl)cc2)n1Cc1ccccc1,1,-8,-13,-2,-22,-5,-45,4
Cc1cc(C)c(NC(=O)CN(C)C(=O)CNC(=O)c2cccs2)c(C)c1,-4,-1,42,-2,16,-6,-7,4
CCC1([N+](=O)[O-])COC(c2ccc(C(C)C)cc2)OC1 (stereo unspecified),-3,-4,-32,.,.,.,.,11
O=C(NCC1CC1)c1cc(-c2ccccc2)nn1CC1CC(c2cccnc2)=NO1 (stereo unspecified),-2,-1,-1,4,13,-16,-1,-9
COC(=O)c1cc2c(n(Cc3ccccc3)c1=O)CCCC2=O,-6,3,-28,.,.,.,.,-9
Cc1cc(/C=C2\SC(N)=NC2=O)c(C)n1-c1ccc(F)cc1,4,-8,45,-7,-13,5,-21,4
Cc1ccc(S(=O)(=O)NNC(=S)Nc2cccc(C)c2C)cc1,-3,5,-2,8,8,-9,-3,12
CCCCn1c(N)c(N(CCOC)C(=O)C2CCN(C(=O)c3ccc(F)cc3)CC2)c(=O)[nH]c1=O,-4,-5,-1,-9,-7,1,10,2
COc1cc(-c2nc(-c3ccc(Br)o3)no2)cc(OC)c1OC,14,-3,3,-3,-6,-2,4,21
O=C(NNC(=S)Nc1ccccc1C(F)(F)F)c1ccc(Br)o1,-11,13,-15,16,-15,3,-16,9
CCN1C(=O)[C@H]2[C@@H](c3ccc(-c4ccc(OC)cc4)cc3)N3CCCC[C@@]3(C(=O)OC)[C@H]2C1=O,14,-1,-3,-60,3,5,-22,8
CC1CCCCC1NC(=O)CN1C(=O)c2ccccc2S1(=O)=O (stereo unspecified),-3,4,0,15,17,7,11,9
S=C(NCC1CCCCC1)Nc1cccnc1,-8,5,-3,10,12,4,-3,11
Cc1cc(OCC(=O)NCCCN2CCCC2=O)c2c(C)cc(=O)oc2c1,-7,-5,2,18,-1,7,-10,15
Nc1ccc2c(c1)COC2=O,-3,-21,-6,2,-29,-4,-26,-10
CC[C@]12C(=O)N(C)C[C@H]([C@@H]3C(=O)N(C)C(=O)[C@@H]31)N2C(=O)c1ccc(C(C)(C)C)cc1,-2,1,-7,.,.,.,.,-3
O=C(N/C=C/n1cnc2cc(C(F)(F)F)ccc21)c1ccccc1,7,-7,1,6,-6,-6,6,-7
CC(C)OC(=O)c1ccc(NC(=O)CSc2nc3ncccc3[nH]2)cc1,-8,-18,-11,-3,-32,-5,-53,12
COc1cc2c(cc1OC)C1(Nc3c-2c(-c2ccccc2)nn3-c2ccccc2)C(=O)Nc2ccccc21 (stereo unspecified),21,-4,2,1,-15,-15,-26,12
CN(C)S(=O)(=O)c1ccc(C(=O)OCC(=O)NCc2ccco2)cc1,-14,6,2,-1,-12,1,-17,-14
COc1cc(C(=O)NCC(=O)OCC(=O)c2ccc[nH]2)cc(OC)c1OC,-2,8,2,3,-9,-6,1,4
CSCC[C@H](NC(=O)Nc1ccc(Oc2ccccc2)cc1)C(=O)O,-7,-1,-2,5,4,7,7,10
COc1ccccc1OCC(=O)Nc1cc(C(F)(F)F)ccc1-n1cncn1,-2,11,5,17,8,2,0,3

# Next section (two carried over from the part before).
SMILES,EBI2 block,CXCR6 inh,Gli-Sufu antag,APJ antag,Jurkat NFkB inh,UBC13 inh,697 NFkB inh,CCR6 antagonist
CSCC[C@H](NC(=O)Nc1ccc(Oc2ccccc2)cc1)C(=O)O,-7,-1,-2,5,4,7,7,10
COc1ccccc1OCC(=O)Nc1cc(C(F)(F)F)ccc1-n1cncn1,-2,11,5,17,8,2,0,3
CC(=O)Nc1ccc(NC(=O)C(C)OC(=O)CN(C)S(=O)(=O)c2ccc(Cl)cc2)cc1 (stereo unspecified),-4,-4,1,-2,-1,0,-5,4
CN(CC(=O)Nc1ccccc1Br)C(=O)c1cccc(S(=O)(=O)NCc2ccccc2)c1,4,3,-6,-54,-30,0,-32,-6
COc1ccc(C2=NN(C(=O)CSc3nc4ccccc4s3)C(c3ccc(F)cc3)C2)cc1 (stereo unspecified),18,5,7,-4,-21,-20,-27,-2
O=C(CCc1ccc(Oc2cc([N+](=O)[O-])cc([N+](=O)[O-])c2)cc1)Nc1cccc(Cl)c1,15,6,-6,.,.,.,.,7
Cc1cc(NC(=O)CN(C)C)c([N+](=O)[O-])cc1C,-4,-3,-8,-5,-5,0,6,2
CC(=O)c1ccc(N2C(=O)C3C4C=CC(CC4)C3C2=O)cc1 (stereo unspecified),6,27,2,4,-10,6,-2,10
N#Cc1cccc(NC(=O)COC(=O)c2cccc(N3C(=O)c4ccccc4C3=O)c2)c1,5,14,-1,14,1,6,8,4
O=C(Nc1ncccc1O)c1ccc(C(=O)c2ccccc2)cc1,-1,0,1,-8,-38,-12,-53,0
CCCCn1c(=O)[nH]c(=O)c2c1nc(-c1cc(Br)c(OCC)c(OC)c1)n2C,6,7,6,19,7,15,4,-3
O=C(CCN1C(=O)C2CCCCC2C1=O)Nc1ccc(Br)cc1F (stereo unspecified),5,1,-24,7,8,0,-15,9
CC(C)Oc1ccc(CC2CCC(=O)N(C)C2=O)cc1 (stereo unspecified),-9,-19,1,5,-1,-7,-25,-8
O=C(CSS(=O)(=O)O)N1CCN(C(=O)c2ccoc2)CC1,-6,-18,25,7,2,-3,-4,6
Cc1cccc(C(=O)NCC(=O)OCC(=O)N2CC3(C)CC2CC(C)(C)C3)c1 (stereo unspecified),3,-4,0,-1,1,15,11,4
COc1cc(CNCc2ccccn2)ccc1OCc1ccc(Cl)c(Cl)c1,-5,0,-26,13,-65,28,-55,4
O=C(COC(=O)c1n[nH]c2ccccc12)c1cc(F)ccc1F,6,3,6,4,6,-2,-6,-1
N#Cc1ccc(CCc2ccccc2)[nH]c1=O,-8,5,10,.,.,.,.,7
CCCCN=C(C)C1=C(O)CSC1=O,-4,0,-1,-5,-3,0,4,8
Cc1ccc(C)c(NC(=O)C(OC(=O)c2ccc(C)s2)c2ccccc2)c1 (stereo unspecified),0,1,-3,4,4,3,24,19
Nc1cccc2c1C(=O)N(C(=O)c1cccc(S(=O)(=O)N3CCCC3)c1)C2=O,0,1,5,12,7,20,7,-6
Cc1ccc(NC(=O)C2CCN(S(=O)(=O)c3cccc4cccnc34)CC2)nc1,-4,-5,-3,-1,9,3,15,-5
CCc1nnc(NC(=O)CCC(=O)N2CCC(Cc3ccccc3)CC2)s1,13,2,1,9,12,6,21,-5
CCNc1nc(SC(C)C(=O)OC)nc(N2CCOCC2)n1 (stereo unspecified),-2,-2,-5,-3,9,-6,12,-5
Cn1c(CCN2CCCCC2)nc2cc(NC(=O)NC3CCCCC3)ccc21,-2,4,2,0,-16,4,-3,11
CN(CC(=O)Nc1ccccc1C(=O)NC1CC1)Cc1ccc(N(C)C)cc1,-6,1,-5,-13,0,4,15,9
O=C(Nc1ccc(F)cc1)c1sc(Cl)nc1-c1ccccc1,-6,3,0,4,-4,-3,-17,8
Cc1oc2c(c(=O)c1C)C(=O)CC(c1ccccc1)C2 (stereo unspecified),-4,14,0,7,15,2,13,-4
Cc1ccc(-c2nnc(Nc3ccc(C(N)=O)cc3)c3ccccc23)cc1S(=O)(=O)NCC1CCCO1 (stereo unspecified),5,-6,0,3,-9,1,10,17
FC(F)Sc1nnc(-c2cccs2)n1-c1ccccc1,1,-2,-6,-16,-3,6,2,5
Cc1nc(Nc2ccccc2)sc1-c1ccccc1,0,-2,-126,1,-164,17,-303,15
COCCCn1ccc(O)c(Cc2ccc(F)cc2)c1=O,-1,-4,10,-31,-10,-4,-79,11
CC(=O)Oc1ccc(-c2cc3ccccc3oc2=O)cc1,-11,-5,-44,13,-50,6,-66,-5
O=C(c1cccs1)N1CCN(c2cccc(Cl)c2)CC1,-13,2,-7,18,7,-4,-5,16
C=CCC[C@H](Cc1ccc(F)cc1)C(=O)OC[C@@H](Cc1c[nH]c2ccccc12)NC(=O)[C@H](CC=C)CC(=O)N(CCO)Cc1ccccc1,7,10,2,5,-20,-15,-11,7
Cc1ccc(-c2noc(-c3ccoc3C)n2)cc1,2,-8,-64,2,-90,-3,-115,11
Cc1ccc(Cn2cccc(NC(=O)NC3CCCCC3)c2=O)cc1,4,-10,-1,-5,9,10,-6,23
O=C(CN1CCN(c2ccccc2O)CC1)NC(c1ccccc1)c1ccccc1,17,4,6,-2,9,10,15,-3
Cc1ccc(NC(=O)CCC(=O)NNC(=O)c2ccccc2[N+](=O)[O-])c(C)c1,-6,2,0,5,-4,2,2,3

# Source: PubChem BioAssay
